From PubChem BioAssay
Vif-APOBEC3F blk: blocks the Vif interaction with APOBEC3F; HeLa A3F-eYFP + Vif (tagged APOBEC3F with the HIV-1 protein that degrades it), YFP fluorescence increase; Potency, µM (doses to about 46.1 µM), for inactives: at the top dose activity, negative = active; hit rate 0.2% among 390,000; note: potency is the fitted concentration of half-maximal effect; % of control where 0% means no effect; nearly all actives have a fitted effect of over 65% in size
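Fluorescence increase (Ex 488/Em 500-530) after overnight compound treatment at 37 deg C flags inhibition of Vif-driven A3F-eYFP loss in stable HeLa A3F-eYFP/Vif cells seeded overnight beforehand.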
Vif-APOBEC3G blk: inhibitors of Vif-APOBEC3G interaction | Q9HC16 | HeLa A3G-eYFP + Vif (tagged APOBEC3G with the HIV-1 protein that degrades it), YFP fluorescence, overnight | Potency, µM (doses to about 46.1 µM), for the others: top-dose activity, negative = active, actives largely listed as inhibitors | hit rate 0.076% among 410,000 | AID 602310;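 note: potency is the fitted concentration of half-maximal effect; % is set by controls: 0 for no effect and ±100 for the full control effect; nearly all actives have a fitted effect of over 60% in size; hits raise eYFP signal because A3G escapes Vif-driven loss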
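Read-out is eYFP fluorescence (Ex 488/Em 500-530) from Vif-expressing HeLa A3G-eYFP cells; more signal means A3G escaped Vif-mediated degradation. Cells plated overnight, compound pinned in, incubated overnight at 37 deg C.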
LDHA inh: blocks human lactate dehydrogenase A; purified LDHA, NADH/diaphorase-resazurin fluorescence; active compounds read low; activity change, % (values are at about 110 or 230 µM); hit rate 0.15% among 480,000; AID 1347041; in the data active = activity change below about -30%; inconclusive = mostly about -25% to -30%;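 note: plate controls were DMSO wells for no effect and wells without enzyme for full effect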
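LDH5 2 nM; NADH 0.06 mM, pyruvate 0.2 mM; 200 mM Tris pH 7.4, EDTA, Tween-20; 5 min RT. Detection: diaphorase 0.133 mg/mL + resazurin 37 µM, fluorescence ex540/em590 at 0 and 20 min; normalized to enzyme-free and DMSO wells.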
D1 ag: agonists of human D1 dopamine receptor; HEK293 T-REx D1 cells, calcium flux, agonist mode; activation, % at 2 µM; hit rate 1% among 360,000; AID 504660; in the data active = activation above about 30%; note: 0% is about no effect
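Agonism was scored from calcium flux recorded over 180 s (1 read/s) after pintool compound addition, following a 10-cycle baseline. Cells were inducible force-coupled HEK293 TREx D1, plated overnight at 30 C and loaded with no-wash calcium dye.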
Glioma ERSR ind: ER stress response induction in glioma; U87-MG GRP78 promoter luciferase reporter, 16 h; Potency, µM, for inactives: top-dose activation, most hits filed as activators; hit rate 0.02% among 420,000; AID 602332; note: potency is the fitted concentration of half-maximal effect; series mostly up to about 76 µM; % of control where 0% means no effect; nearly all actives have a fitted effect of over 35% in size
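Stably transfected U87-MG human glioma cells carrying a GRP78-based luminescent sensor were seeded at 1000 cells/well, pin-dosed with compounds and incubated 16 h. Luciferase reagent was then added, and end-point luminescence was read after 10 min at room temperature.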
D1 PAM: enhances dopamine response at the human D1 receptor; P21728; HEK293 TREx D1 cells, calcium flux, dopamine EC20 potentiation; potentiation, % at 10 µM; hit rate 0.036% among 360,000; AID 504651; in the data active = potentiation above about 30%; note: 0% is about no effect
RXFP1 ag: RXFP1 (human) receptor agonism. HEK293T-RXFP1 cAMP TR-FRET, 30 min; response scale: percent of porcine relaxin response, buffer zero. Q9HBX9. hit rate 0.3% among 370,000. Potency, µM (highest dose often 57.5 µM), inactives show top-dose activation, most hits filed as activators; note: potency is the fitted concentration of half-maximal effect; % is set by controls: 0 for no effect and ±100 for the full control effect; nearly all actives have a fitted effect of over 60% in size; many of its hits are not listed in these tables
Target sequence (Q9HBX9 whole entry, looked up): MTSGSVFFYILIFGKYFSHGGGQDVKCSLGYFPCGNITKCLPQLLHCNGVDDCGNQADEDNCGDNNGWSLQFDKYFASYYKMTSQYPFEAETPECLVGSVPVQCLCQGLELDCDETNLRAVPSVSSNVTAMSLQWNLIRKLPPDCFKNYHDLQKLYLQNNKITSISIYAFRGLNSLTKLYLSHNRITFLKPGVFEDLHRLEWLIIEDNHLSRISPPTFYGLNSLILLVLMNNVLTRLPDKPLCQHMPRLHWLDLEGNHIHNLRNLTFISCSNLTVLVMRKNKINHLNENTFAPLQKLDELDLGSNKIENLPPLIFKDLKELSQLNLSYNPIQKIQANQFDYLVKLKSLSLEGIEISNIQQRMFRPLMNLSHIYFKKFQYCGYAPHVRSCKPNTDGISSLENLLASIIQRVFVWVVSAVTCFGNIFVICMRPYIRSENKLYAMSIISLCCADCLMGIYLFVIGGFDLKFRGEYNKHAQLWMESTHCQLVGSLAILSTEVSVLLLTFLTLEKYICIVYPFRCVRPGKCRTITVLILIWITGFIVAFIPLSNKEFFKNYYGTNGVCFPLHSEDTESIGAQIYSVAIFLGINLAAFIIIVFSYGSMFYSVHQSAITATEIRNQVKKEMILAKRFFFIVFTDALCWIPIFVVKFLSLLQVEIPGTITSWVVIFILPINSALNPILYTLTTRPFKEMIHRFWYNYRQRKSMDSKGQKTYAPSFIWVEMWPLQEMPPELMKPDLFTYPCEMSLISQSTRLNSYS
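HEK293 cells stably expressing RXFP1, treated 30 min at 37C with compounds plus PDE4 inhibitor Ro 20174; cAMP measured by HTRF TR-FRET. Normalized to buffer and 29 nM porcine relaxin; EC50 by Hill fit.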
D2 potentiator: positive allosteric modulators of human D2 dopamine receptor; HEK293 T-REx D2, calcium flux, EC20 dopamine potentiation; potentiation, % at 10 µM; hit rate 0.34% among 340,000; AID 485347;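 active = potentiation over 3 SD above the plate norm, cut at about 30% in these data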; note: 0% is about no effect
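Potentiation of an EC20 dopamine calcium response is measured in a force-coupled, tetracycline-inducible Hek293 Trex D2 line. Compound-only kinetic reads over 180 s flag agonists before dopamine addition.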
D1 antag: blocks dopamine activation of the human D1 receptor; hit rate 3.2% among 360,000; HEK293 TREx D1 cells, calcium flux, dopamine EC80; active compounds read low; AID 504652; activity change, negative = inhibition, % at 10 µM; P21728; in the data active = activity change below about -30%; note: % is set by controls: 0 for no effect and ±100 for the full control effect
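Kinetic fluorescence of a calcium dye serves as the read-out. D1-expressing Hek293 Trex cells, induced overnight at 30 C, are exposed to compound for 180 s before an EC80 dopamine addition, then read 180 s further.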
The depositor's hits bear a star; ? = inconclusive; . = no result given; & = joins results of further samples. Unless noted, calls come from the whole dose curve; as a rule, active = well fitted curve in the direction sought with a large enough effect; inconclusive = small, poorly fitted or top-dose-only effect, or another doubt; inactive = no such curve, though single readings can be large; an effect the other way counts as inactive or inconclusive. An excerpt; the hit share may differ from the screen's.

SMILES	Vif-APOBEC3F blk	Vif-APOBEC3G blk	LDHA inh	D1 ag	Glioma ERSR ind	D1 PAM	RXFP1 ag	D2 potentiator	D1 antag
COc1ccccc1N1CC(C(=O)Nc2nnc(SCC(=O)NCC3CCCO3)s2)CC1=O (centres undefined)	-1%	-1%	0	3	-3%	-3	3.7%	3	-12
NS(=O)(=O)c1ccc(NS(=O)(=O)c2ccc3c(c2)OCCO3)cc1	-8%	-4%	-6	5	-3%	-13	-0.2%	2	-6
COc1ccc(C(=O)NCCc2ccc(Cl)cc2)cc1S(=O)(=O)N1CCCCC1C (centres undefined)	3%	-5%	-2	1	-2%	3	0.7%	-5	-11
COc1ccc(NC(=O)C2=C(C)Nc3ncnn3C2c2ccc(O)cc2)cc1 (centres undefined)	-3%	-2%	-12	0	-5%	1	-1.8%	4	11
CCN(CC)CCCNC(=O)c1ccc2c3n(nc2c1)-c1ccc(Cl)cc1CO3	-8%	10%	-3	0	0%	-2	-0.2%	-9	1
CC(OC(=O)c1cc2sccc2n1C)C(=O)NCc1ccc2c(c1)OCO2 (centres undefined)	2%	-1%	-6	3	-2%	1	3.3%	-11	-5
NNC(=O)CNC(c1ccccc1)c1cc(Br)ccc1NC(=O)c1ccccc1Br (centres undefined)	4%	-1%	0	5	-2%	-4	2.7%	-9	3
O=C(Cn1c(CSc2ccccc2)nc2ccccc21)Nc1ccccc1	.	.	.	1	.	11	-0.2%	23	6
Cc1ccccc1NC1=NS(=O)(=O)c2ccccc21	-1%	1%	-2	2	-4%	-1	3.3%	-3	-1
COc1cc(Cl)c(C)cc1Nc1nc2ccccc2nc1NS(=O)(=O)c1ccccc1	?	?	10	13	6%	-2	3.1%	-4	12
COc1cccc(CNn2cn[nH]c2=S)c1OCc1ccccc1	-4%	-1%	-4	1	-3%	3	-1.1%	-5	-13
CCc1ccccc1NC(=O)Nc1nnc(N(C)Cc2ccccc2)s1	-4%	-2%	-11	-1	-1%	-3	-0.1%	-9	-17
CCn1nc(C(=O)OCC(=O)N2CC(=O)Nc3ccccc32)c2ccccc2c1=O	0%	0%	-3	-1	-1%	-2	4.4%	14	-3
COc1ccc(/C=N/NC(=O)c2cccc(OC(F)(F)C(F)F)c2)c(OC)c1OC	10%	-1%	-1	4	-2%	-4	-0.2%	-21	-2
Cn1cc(S(=O)(=O)NC2CCCCCC2)c(=O)n(C)c1=O	2%	1%	-11	3	-3%	1	2.9%	-11	-3
CCOc1ccc(C(=O)OC(C)CN2CCCCC2)cc1 (centres undefined)	0%	0%	1	5	-1%	6	-1.0%	3	-2
COc1ccc2nc(/C(C#N)=C\c3ccc(Oc4ccc([N+](=O)[O-])cn4)cc3)[nH]c2c1	?	-19%	-3	18	-1%	4	0.9%	.	3
CCSc1nnc(NC(=O)NCC(F)(F)F)s1	5%	-1%	-2	1	1%	-4	-0.6%	4	-6
CCOC(=O)c1noc2ncn(Cc3ccc([N+](=O)[O-])cc3)c(=O)c12	-9%	1%	3	-1	-5%	-1	0.8%	-4	7
CCOC(=O)C1CCCN(C(=O)Cn2nc(C)n3c(cc4c(OC)cccc43)c2=O)C1 (centres undefined)	0%&1%	-5%&2%	-1&-2	4&2	1%&-4%	2&2	6.7%&0.2%	-1&-19	10&-13
COc1ccc(CN(C)C(=O)/C=C/c2ccc(S(=O)(=O)N3CCOCC3)cc2)cc1F	1%	0%	-2	6	-5%	4	1.1%	-12	-13
Cc1ccc(NC(=O)c2c(C)oc3ncnc(N4CCCCC4)c23)c(C)c1	0%	0%	-11	1	-3%	0	0.6%	5	-25
Cc1cccc(-n2c(=O)c3c(n4cnnc24)-c2ccccc2CC32CCCCC2)c1	1%	-2%	10&0	1	-2%	10	0.9%	41*	16
Cc1cccc(NC(=O)CSc2ncc(-c3ccc(Br)cc3)[nH]2)c1	-12%	-1%	2	4	3%	-4	1.0%	-14	-14
CCn1cc(C(=O)NCCCN(C)C)c(=O)c2cc(F)c(N3CCN(C)CC3)cc21	-4%	2%	-1	3	-5%	-4	0.8%	0	14
COc1cc(NS(=O)(=O)c2ccc(NC(=O)/C=C/c3cccc([N+](=O)[O-])c3)cc2)ncn1	1%	-10%	-11	-2	-2%	14	1.7%	1	5
O=C(CN(c1ccccc1)S(=O)(=O)c1ccc(F)cc1)NC1CCS(=O)(=O)C1 (centres undefined)	2%	-4%	-6	3	-3%	-3	-1.6%	-4	11
COc1ccc2c(c1)c1ncn(CCN3CCNCC3)c(=O)c1n2C	-4%	4%	8	2	-5%	5	2.9%	3	-2
CN1CCN(CCC(=O)Nc2ccc(F)c(F)c2)CC1	-2%	3%	2	1	-2%	-8	-0.6%	9	18
O=C(CCOc1ccccc1)Nc1ccnn1C1CCN(Cc2ccc(CO)o2)CC1	9%	3%	-2	3	-1%	-5	-1.4%	-2	-23
CCC(NC(=O)c1ccccc1NC(=O)c1ccccc1)C(=O)NNC(=O)c1cccnc1 (centres undefined)	0%	-8%	-2	3	-2%	-5	-3.3%	-7	9
Nc1c(Br)cc2oc(-c3ccccc3)nc2c1Br	-6%	-3%	-1&1	2	5%	-2	-0.6%	3	6
CCOC(=O)c1sc(=S)n(C)c1NC(=O)c1ccccc1	-3%	-2%	-7	1	-5%	-8	0.9%	-16	2
CC(C)Cn1cc(NC(=O)NCc2ccccc2)c2ccccc2c1=O	6%	-1%	10	0	-2%	-5	0.2%	-8	-12
COc1ccccc1NC(=O)C1CC(=O)OC1c1ccccc1 (centres undefined)	7%	1%	-6	6	-3%	-1	-0.4%	-8	5
CCCS(=O)(=O)N1CCCC(C(=O)NCCN(C)Cc2ccccc2)C1 (centres undefined)	2%	1%	-2	2	-1%	0	-0.8%	-7	-6
O=C(Nc1ccccc1)c1ccc(Br)c(S(=O)(=O)Nc2ccccn2)c1	7%	1%	-10	1	-4%	-4	9.2%	11	-6
Cc1ccc(NC(=O)C2CCN(S(=O)(=O)c3ccc4c(c3)CCCN4C(=O)C3CCC3)CC2)cc1	4%	5%	-4	1	-3%	-7	2.5%	10	-48*
CCc1ccccc1NC(=O)CSc1ncc(S(=O)(=O)c2ccccc2)c(=O)[nH]1	-2%	4%	0	1	-3%	2	1.4%	-2	12
CC(C)Oc1ccc(CN=C(N)N=C(N)N)cc1Cl	5%	6%	-5	1	-9%	2	1.5%	-3	-10
COc1ccc(CNC(=O)c2cccc(S(=O)(=O)N3CCN(C)CC3)c2)cc1	0%	1%	-4	1	-3%	-1	-1.2%	.	-6
CCc1cc(/C(Cc2ccccn2)=N\O)c(O)cc1O	-4%	-4%	9	9	0%	-1	-1.8%	6	-19
Cc1ccc(C(C(=O)Nc2ccc(C(C)C)cc2)N(C)C(=O)c2ccc(=O)[nH]c2)cc1 (centres undefined)	-1%	-4%	-1	1	1%	5	0.1%	-11	10
CCc1c(O)c(/C(C)=N\O)c(=O)n(-c2ccccc2)c1-c1ccccc1	4%	-7%	1	0	-4%	-5	-0.3%	-3	-3
O=[N+]([O-])c1cccc(-n2cccc2/C=N/Nc2nc(N3CCCCC3)nc(N3CCCCC3)n2)c1	5%	0%	-15	3	-1%	0	0.2%	-2	11
CC(=O)c1ccc(NC(=O)c2ccc(C)c(Br)c2)cc1	-12%	-1%	-7	13	2%	-8	-4.4%	-3	-3
O=S(=O)(Nc1ccc(Cl)cn1)c1cccs1	1%	0%	-6	8	-5%	.	4.0%	7	-7
Cc1ccc[n+](C(C)C(=O)Nc2ccc(C)c(C)c2)c1 (centres undefined)	0%	5%	-6	2	-6%	-3	-1.0%	-14	7
CCN(CC)c1ccc(C=C2SC(=S)NC2=O)cc1	-62%	?	-2	.	0%	.	.	.	.
O=C(CO/N=C/c1c(Cl)cccc1Cl)NNC(=O)c1ccc(Cl)cc1	-21%	0%	-5	1	-1%	0	4.7%	-1	-2
COc1ccc(/C=N/n2cncn2)cc1CSc1ccccn1	1%	-4%	-4	3	-1%	-6	2.1%	-3	3
COc1ccc(-c2csc3ncnc(Nc4cccc(F)c4)c23)cc1	0%	3%	-11	1	0%	0	-3.6%	-3	-1
Cc1noc(C)c1COc1ccc(C(=O)OCC(=O)NCc2ccccc2Cl)cc1	-2%	-19%	-4	-1	-2%	-5	2.0%	-11	-10
O=S(=O)(c1ccc(Br)s1)N1CCC(Cc2ccccc2)CC1	-10%	-8%	-3	6	-2%	-3	0.3%	28	1
CCC(=O)OC1CSc2nc3ccccc3n2C1 (centres undefined)	?	5%	-13	3	-1%	-2	2.2%	-7	-11
O=C(COc1ccccc1Cl)NC(=O)NC1CCCCC1	3%	-12%	-4	1	5%	-1	-0.2%	1	15
O=C(NCc1ccccc1)c1c(Cl)nc(Cl)c(Cl)c1Cl	-2%	?	-3	0	-5%	-10	1.4%	-3	-42*
COc1ccccc1CNc1nc(S(=O)(=O)c2ccccc2)c(Cl)s1	-7%	0%	-2	0	0%	-6	-0.4%	9	-20
